Bioassay records (PubChem BioAssay)
NTMT1 inh = inhibitors of human N-terminal methyltransferase NTMT1. actives 2.5% (n = 59,000). NTMT1 MTase-Glo SAH luminescence, purified enzyme. Potency, µM (top dose mostly 114 µM), without a hit: at the highest dose activity change, negative = inhibition, usual class: inhibitors. Q9BV86;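 also: potency is read from the fitted curve at half-maximal effect; plate controls were DMSO vehicle for no effect and no enzyme for full effect; nearly all actives have a fitted effect of over 65% in size; many of its hits are not listed in these tables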
Target sequence (Q9BV86 whole entry, looked up): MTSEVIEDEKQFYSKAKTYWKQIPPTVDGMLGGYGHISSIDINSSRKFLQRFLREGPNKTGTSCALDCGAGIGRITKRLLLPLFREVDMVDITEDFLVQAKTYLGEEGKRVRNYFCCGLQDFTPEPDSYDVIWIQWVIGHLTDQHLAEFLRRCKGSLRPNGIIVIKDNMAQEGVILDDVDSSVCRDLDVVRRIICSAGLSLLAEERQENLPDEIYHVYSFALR
GALK inhibitor = inhibitors of human galactokinase (GALK) | P51570 | recombinant GALK, Kinase-Glo ATP luminescence, 1 h | Potency, µM (doses to about 57.5 µM), for the others: at the top dose activity, negative = inhibition, usual class: inhibitors | 44,000 tested, under 10 active;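 also: plate controls were full GALK reaction for no effect and reaction lacking GALK for full effect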
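Reactions with and without enzyme served as controls. GALK at 5 nM phosphorylates 100 uM galactose using 35 uM ATP (HEPES pH 8.0, Mg2+) for 1 h at RT, with luminescence read 10 min after adding Kinase-Glo Plus.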
B2AR arrestin ag = ADRB2 beta-arrestin recruitment; P07550; HTLA Tango cells, beta-arrestin recruitment, luciferase luminescence, 18 h; Potency, µM (top dose mostly 46.1 µM), without a hit: at the highest dose activation, hits mostly activators; 44,000 tested, under 10 active; AID 1347077;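 also: potency is read from the fitted curve at half-maximal effect; 0% = DMSO and full agonism = EC100 isoproterenol or metaproterenol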
Target sequence (P07550 whole entry, looked up): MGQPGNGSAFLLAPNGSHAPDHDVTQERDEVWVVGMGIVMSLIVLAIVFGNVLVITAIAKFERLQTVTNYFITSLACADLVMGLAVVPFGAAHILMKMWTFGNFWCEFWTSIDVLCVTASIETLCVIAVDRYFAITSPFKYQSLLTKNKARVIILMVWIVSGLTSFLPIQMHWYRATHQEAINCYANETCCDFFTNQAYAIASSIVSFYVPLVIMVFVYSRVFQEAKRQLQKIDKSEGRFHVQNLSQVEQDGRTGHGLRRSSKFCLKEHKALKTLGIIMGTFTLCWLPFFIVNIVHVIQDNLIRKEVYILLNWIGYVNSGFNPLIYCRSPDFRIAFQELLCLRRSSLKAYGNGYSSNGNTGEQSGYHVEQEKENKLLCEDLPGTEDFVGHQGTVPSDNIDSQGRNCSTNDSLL
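Tango cells expressing recombinant beta2-AR and beta-arrestin were treated with compounds (up to 46 microM titration) in DMEM with 1% FBS for 18 hr at 37 degrees C. Beta-arrestin recruitment drove tTA-dependent luciferase, read by luminescence; curves were fitted and classed.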
p53null 32C tox = kills p53 null cells at the permissive temperature; H1299-neo p53 null cells, ATP luminescence, 24 h, 32C; Potency, µM (top dose mostly 46.1 µM), inactives show at the top dose activity change, negative = cytotoxicity, hits mostly cytotoxic; actives 0.62% (n = 55,000);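 also: potency is read from the fitted curve at half-maximal effect; 0% = DMSO only and -100% = full killing by 100 µM tamoxifen; nearly all actives have a fitted effect of over 55% in size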
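H1299-neo (p53-null) cells, 600/well, were pre-incubated overnight at 37C, then exposed to compounds at up to 46 uM for 24 hr at 32C. Viability was measured as ATP content by luminescence, and AC50 values came from Hill fits.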
TSG101-PTAP inh = inhibitors of HIV-1 PTAP binding to human TSG101, validation. Potency, µM (doses to about 115 µM), for the others: top-dose activity change, negative = inhibition, actives largely listed as inhibitors. Fluorescence polarization, FITC-PTAP peptide/Tsg101, 20 min. 44,000 tested, under 10 active. Q99816; also: potency is read from the fitted curve at half-maximal effect; 0% is about no effect
Target sequence (Q99816 whole entry, looked up): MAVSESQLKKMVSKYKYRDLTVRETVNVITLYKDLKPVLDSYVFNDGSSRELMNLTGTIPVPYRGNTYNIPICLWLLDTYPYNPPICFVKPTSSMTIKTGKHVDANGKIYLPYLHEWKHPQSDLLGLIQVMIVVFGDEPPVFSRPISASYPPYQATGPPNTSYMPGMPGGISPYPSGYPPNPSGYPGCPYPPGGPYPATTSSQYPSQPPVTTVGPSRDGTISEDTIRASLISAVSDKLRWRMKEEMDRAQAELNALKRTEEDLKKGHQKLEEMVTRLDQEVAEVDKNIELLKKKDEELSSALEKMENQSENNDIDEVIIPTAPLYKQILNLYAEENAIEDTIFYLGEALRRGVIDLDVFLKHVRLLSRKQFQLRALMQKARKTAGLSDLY
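qHTS FP binding, 20 min r.t.: 10 uM Tsg101 domain + 50 nM FITC-PTAP peptide, pH 7.5 HEPES buffer with TCEP and EDTA.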
p53null 39C tox = selectivity test: cytotoxicity in p53 null cells, nonpermissive temperature | actives 0.97% (n = 55,000) | AID 904 | H1299 p53-null (neo) cells, 39C, ATPlite viability, 24 h | Potency, µM (titrated, usually from 46.1 µM), for the others: at the highest dose activity, negative = cell killing, hits mostly cytotoxic;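 also: potency is read from the fitted curve at half-maximal effect; 0% = DMSO only and -100% = full killing by 100 µM tamoxifen; nearly all actives have a fitted effect of over 50% in size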
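H1299 lung cancer cells, p53-null (H1299-neo) or expressing p53 A138V (H1299-p53A138V), were plated overnight at 37C, then exposed to compounds at up to 46 uM for 24 hr at 39C. Viability was read by ATP-based luminescence.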
FH mod = Identification of activators of human fumarate hydratase by quantitative high-throughput screening. FH coupled MDH/diaphorase resazurin fluorescence, 15 min. Potency, µM (titrated, usually from 79.9 µM), for inactives: at the highest dose activity change, negative = inhibition, usual class: inhibitors. actives 0.22% (n = 54,000). AID 1347055, 2019; also: potency is read from the fitted curve at half-maximal effect; % is scaled to controls: 0 for no effect and ±100 for the full control effect; the screen sought activators but most active calls are inhibition curves; nearly all actives have a fitted effect of over 45% in size
An asterisk follows results filed as active; ? = inconclusive; . = not tested or not shown; [ ] = another dose, or the depositor's remark. Calls follow the shape of the dose curve; as a rule, active = well fitted curve in the direction sought with a large enough effect; inconclusive = small, poorly fitted or top-dose-only effect, or another doubt; inactive = no such curve, though single readings can be large; an effect the other way counts as inactive or inconclusive. A portion of the library, so the mix of outcomes need not match the whole.

SMILES,NTMT1 inh,GALK inhibitor,B2AR arrestin ag,p53null 32C tox,TSG101-PTAP inh,p53null 39C tox,FH mod
COc1ccc(CNC(=O)c2ccc(Sc3ccc(Cl)cc3)c(NC(C)=O)c2)c(OC)c1,16.8%,-1.1%,2.3%,47.3%[activator],-2.1%,2.9%,-22.1%
CCOC(=O)c1cc(S(=O)(=O)NCc2ccc(F)cc2)[nH]n1,?,1.5%,-0.4%,-4.3%,2.4%,-2.1%,-4.4%
Cc1nn(C)c2c1c(-c1ccccc1)cc(=O)n2CC(=O)NC(C)(C)C,-15.2%,-2.3%,-1.1%,9.3%,-5.8%,27.1%,-5.5%
COc1ccc(NC(=O)c2sc3nc[nH]c(=O)c3c2C)cc1,-3.2%,1.5%,1.1%,-24.6%,2.5%,15.3%,5.8%
CCCCN(CC)C(=O)C1CCC(CNS(=O)(=O)c2cccc3nsnc23)CC1 (stereo not drawn),-11.9%,0.2%,1.4%,-0.1%,1.3%,-14.5%,-1.6%
CCC(C(=O)Nc1cc(OC)ccc1OC)n1nc(-c2ccccc2)c2c(c1=O)CCCC2 (stereo not drawn),?,-2.6%,0.6%,18.1%,-2.8%,42.0%[activator],-15.8%
CC1=C(C(=O)OC2CCCC2)C(c2c(F)cccc2Cl)CC(=O)N1 (stereo not drawn),-2.7%,2.2%,0.3%,4.8%,-1.6%,9.4%,-14.9%
Cc1c(C(=O)Nc2c(F)cccc2F)sc2ncn(Cc3ccccc3F)c(=O)c12,-1.3%,2.0%,5.4%,-0.6%,-1.7%,41.9%[activator],6.2%
CC(CNC(=O)C1CCN(S(=O)(=O)c2ccc3c(ccn3C)c2)CC1)c1ccccc1 (stereo not drawn),17.0%,-2.1%,0.1%,2.1%,-5.8%,13.5%,-7.4%
CCc1cccc(NC(=O)c2ccc(CNS(=O)(=O)c3ccc4c(c3)C(C)(C)C(=O)N4C)cc2)c1,-0.4%,1.7%,-0.4%,7.7%,0.2%,-11.2%,?
CCc1ccc(-n2c(N3CCN(c4cccc(C)c4C)CC3)nc3ccccc3c2=O)cc1,9.2%,9.8%,-0.4%,12.0%,-1.7%,12.4%,-16.7%
O=C(NC1(C(F)(F)F)C(=O)Nc2c1c(=O)[nH]c(=O)n2CCc1ccccc1)c1ccc(Cl)cc1 (stereo not drawn),23.9%,-1.2%,-0.4%,-5.8%,-1.4%,15.6%,-0.3%
CCc1ccc(NC(=O)CSC2=Nc3ccccc3C3=NC(CCC(=O)NCc4cccs4)C(=O)N23)cc1 (stereo not drawn),3.8%,-5.0%,-1.7%,9.5%,-1.4%,11.2%,-14.9%
Cc1ccc(N2CCN(C(=O)NCc3noc4ccccc34)CC2C)cc1 (stereo not drawn),-18.3%,-6.0%,2.8%,-2.4%,-0.2%,-1.2%,-3.6%
CCNc1oc(-c2ccc(COc3ccc(Cl)cc3)o2)nc1C#N,9.5%,-1.7%,-4.6%,-3.7%,-1.1%,-19.2%,-4.7%
COC(=O)c1c(NC(=O)c2ccc(S(=O)(=O)N3CCC(C)CC3)cc2)sc2c1CCN(C)C2,13.2%,-4.4%,-2.5%,-6.5%,17.2%,5.5%,-3.1%

An excerpt from above, showing only NTMT1 inh and GALK inhibitor.
smiles	NTMT1 inh	GALK inhibitor
Cc1ccc(N2CCN(C(=O)NCc3noc4ccccc34)CC2C)cc1 (stereo not drawn)	-18.3%	-6.0%
CCc1cccc(NC(=O)c2ccc(CNS(=O)(=O)c3ccc4c(c3)C(C)(C)C(=O)N4C)cc2)c1	-0.4%	1.7%

Going on with the list:
SMILES,NTMT1 inh,GALK inhibitor,B2AR arrestin ag,p53null 32C tox,TSG101-PTAP inh,p53null 39C tox,FH mod
O=C(NCc1ccco1)c1ccc(Cn2c(SCc3ccccc3)nc3cccnc32)cc1,-20.5%,-1.0%,8.6%,?,5.3%,?,-10.3%
COc1ccc(S(=O)(=O)Nc2cccc(-c3ccc(N4CCCCCC4)nn3)c2)cc1F,.,1.1%,0.7%,-22.7%,-0.9%,-21.3%,.
COc1ccc(Cl)cc1NC(=O)c1c(C(=O)Nc2cccc(C)c2C)sc2nc(C)cc(=O)n12,.,6.5%,-1.0%,1.5%,-0.1%,-25.9%,.
Cc1cccc(OC(=O)CSc2nnc(CNC(=O)c3ccccc3)o2)c1C,-2.7%,1.2%,-2.1%,-3.9%,-3.7%,13.3%,0.5%
Cc1ccc2cccc(NC(=O)c3ccc(C#N)cc3F)c2n1,7.9%,0.0%,0.2%,.,0.8%,.,5.5%
CCOC(=O)c1ccc(NS(=O)(=O)c2ccc(Br)s2)cc1,?,2.3%,0.1%,-6.0%,-12.9%,-24.1%,2.3%
O=C(COc1ccc(Cl)cc1)Nc1ccc2nc(SCC(=O)N3CCCC3)sc2c1,-0.1%,0.0%,-4.1%,-4.8%,-6.0%,-18.4%,-8.3%
O=C(Nc1ccc(-c2cc(C(F)(F)F)nn2-c2ccccc2)cc1)c1cccc(F)c1,8.5%,-0.9%,-1.9%,3.0%,0.0%,?,?

Laid out differently: 3 of the compounds above
Order of results: NTMT1 inh	GALK inhibitor	B2AR arrestin ag	p53null 32C tox	TSG101-PTAP inh	p53null 39C tox	FH mod
> O=C(NCc1ccco1)c1ccc(Cn2c(SCc3ccccc3)nc3cccnc32)cc1
    -20.5%	-1.0%	8.6%	?	5.3%	?	-10.3%
> Cc1ccc2cccc(NC(=O)c3ccc(C#N)cc3F)c2n1
    7.9%	0.0%	0.2%	.	0.8%	.	5.5%
> Cc1cccc(OC(=O)CSc2nnc(CNC(=O)c3ccccc3)o2)c1C
    -2.7%	1.2%	-2.1%	-3.9%	-3.7%	13.3%	0.5%

(listing goes on)
SMILES,NTMT1 inh,GALK inhibitor,B2AR arrestin ag,p53null 32C tox,TSG101-PTAP inh,p53null 39C tox,FH mod
CCC(C(=O)Nc1ccc(F)cc1F)n1nc(-c2ccccc2)c2c(c1=O)CCCC2 (stereo not drawn),-2.6%,?,-1.1%,11.4%,-0.6%,18.2%,-6.5%
COc1ccc(OC)c(-c2noc(CSc3nnc(Cc4ccccc4)n3-c3cccc(C)c3)n2)c1,-3.0%,0.6%,0.0%,27.3%,4.5%,19.2%,?
Cc1ccc(C)c(NC(=O)/C(C#N)=C/c2ccc(C(C)C)cc2)c1,?,6.7%,0.5%,8.5%[9.22 µM],-3.3%,1.4%,6.1%
COc1ccccc1NC(=O)CSC1=Nc2ccccc2C2=NC(CCC(=O)NCc3cccs3)C(=O)N12 (stereo not drawn),-24.7%,-8.8%,-2.4%,-0.7%,-4.4%,16.5%,-23.3%
COc1cc(C2Nc3ccccc3-c3nnc(SCc4ccc(C)cc4)nc3O2)cc(OC)c1O (stereo not drawn),-4.5%,0.2%,0.0%,-11.5%,-0.4%,-2.3%,-1.0%
COc1cc(C(=O)OCc2cc(=O)n3nc(C4CCCCC4)sc3n2)cc(OC)c1OC,-2.6%,0.5%,-0.7%,-2.7%,-1.2%,11.8%,-17.5%
COc1ccccc1NC(=O)c1c(NC(=O)Cc2ccccc2)sc2c1CCC(C(C)(C)C)C2 (stereo not drawn),13.6%,-17.5%,0.6%,-3.6%,-0.5%,3.0%,-8.6%
CC(NC(=O)Cc1ccc(NC(=O)N2CCCCc3ccccc32)cc1)c1ccccc1 (stereo not drawn),14.1%,-0.2%,0.4%,-1.4%,-1.5%,-8.2%,0.7%
Cc1ccc2c(c1)C(c1ccc(F)cc1)N(C(=O)c1ccc(S(=O)(=O)N3CCCCC3)cc1)CC(=O)N2 (stereo not drawn),9.3%,0.3%,-0.3%,-3.1%,-3.5%,-3.6%,-16.1%
Cc1ccc(O)c(NC(=O)c2ccc(Br)c(S(=O)(=O)N3CCCCC3)c2)c1,-5.8%,-4.2%,0.0%,67.1%[activator],0.0%,?,?
COc1ccc(CCNC(=O)c2cc3cccc4c3n2CC(C)S4)c(OC)c1OC (stereo not drawn),-10.2%,0.0%,0.8%,6.8%,0.0%,80.5%[activator],-21.6%
CCOc1ccc(-n2c(SCC(=O)N3CCCC3)nc3c([nH]c4ccccc43)c2=O)cc1,25.5%,-0.6%,-0.2%,6.5%,-0.8%,48.7%[activator],3.9%
CCc1cccc(NS(=O)(=O)c2c(C)nc3sc(CC)nn3c2=O)c1,4.4%,4.0%,0.1%,0.3%,-8.7%,-16.9%,2.5%
Cc1cccc(-c2noc(C3CC(=O)N(c4ccc5c(c4)OCCO5)C3)n2)c1 (stereo not drawn),5.7%,0.4%,0.0%,-4.2%,-3.0%,-9.5%,-16.0%
Cc1cccc(N2CCN(C(=O)Cn3ncc4c3-c3cc(C)ccc3OC4)CC2C)c1 (stereo not drawn),-0.6%,7.7%,0.2%,?,-3.4%,0.2%,-13.8%
Cn1nccc1C(=O)NCc1ccc2c(c1)CCN2C(=O)c1ccc(Cl)cc1,3.7%,1.5%,0.4%,-11.2%,-8.4%,17.8%,14.9%
Cc1cccc(C(=O)OCc2cc(=O)n3nc(C4CCCCC4)sc3n2)c1,17.3%,1.7%,-1.1%,-2.2%,-1.5%,-6.8%,-4.1%
COc1ccc(-n2nc(C(=O)NCCc3ccc(Cl)cc3)c3c4ccccc4n(C)c3c2=O)cc1,11.1%,9.0%,-0.5%,3.2%,-8.1%,-22.9%,23.4%
Cc1ccc2nc(-c3ccc(NC(=O)c4ccccc4S(C)(=O)=O)cc3)sc2c1,13.1%,0.0%,2.5%,-3.0%,4.1%,22.4%,0.7%
CCCCN(C)S(=O)(=O)c1ccc(C(=O)Nc2ccc(-c3nc4ccc(C)cc4s3)cc2)cc1,0.2%,0.2%,-1.1%,-8.1%,-6.5%,6.6%,-1.7%
COc1cccc(-c2cc(C(=O)Nc3ccc(OC)cc3OC)no2)c1,.,-0.6%,0.1%,-2.1%,-0.2%,-8.0%,.
CCOc1ccc(-c2nc(CSCC(=O)NCCc3ccc(OCC)c(OCC)c3)c(C)o2)cc1,0.8%,3.6%,0.5%,15.8%,0.7%,3.1%,?
CCOC(=O)c1c(Oc2ccc(OC)cc2)nnc(-c2ccccc2)c1-c1ccccc1,0.4%,8.0%,-0.1%,5.4%,-8.1%,52.0%[activator],-21.7%
Cn1c(=O)oc2cc(S(=O)(=O)N3CCCC(C(=O)NCCc4ccc(Cl)cc4)C3)ccc21 (stereo not drawn),3.1%,-2.4%,0.7%,-6.9%,-0.5%,-14.1%,-6.2%
CCn1nc(-c2ccccc2)c(-c2ccccc2)c(C(=O)Nc2ccc(NC(C)=O)cc2)c1=O,19.9%,-4.7%,1.9%,-4.5%,-3.8%,-13.5%,-3.0%
